Bcl-B TR3 displacers = displacers of TR3 peptide from Bcl-B, primary screen, selectivity assay for Bfl-1 inhibitor project, biochemical, fluorescence polarization; AID 748; 96,000 compounds, 0.11% hits; FP displacement of FITC-TR3 peptide from Bcl-B; higher % means a stronger effect; one-dose displacement, % at 20 µM; IC50 in µM for titrated hits;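 active = displacement above 50% at 20 µM plus a fluorescence interference ratio under 1.5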;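 also: plate controls were wells without compound for no effect and wells lacking Bcl-B protein for full effect; a part of the inactive calls stands beside numbers as strong as those of hits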
MRP reversal = MRP-mediated drug resistance reversal; H69AR cells + 2 uM doxorubicin, CellTiter-Glo, 72 h; differential viability (reversal), % at 10 µM; 85,000 compounds, 0.04% hits; AID 602;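 active = viability drop by adding the cancer drug above about 55%, with treated viability meeting a 40% cutoff, limit read from the data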;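 also: viability without doxorubicin minus viability with 2 µM doxorubicin for each compound; larger differential means the compound sensitizes cells more to doxorubicin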
IL1B NFkB pot = enhances IL-1B driven NFkB nuclear translocation | HUVEC IL-1B NFkB p65 nuclear translocation imaging | activation, % at 2 µM | 94,000 compounds, 0.3% hits | AID 819;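 active = activation above 40%, about the mean plus 3 SD, also judged a hit on visual image review; inconclusive = activation above 40% but not a hit on visual review; inactive = activation not above 40% and no visual hit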;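 also: percent activation is computed from the nuclear over cytoplasmic p65 intensity ratio; values of inactives mirror those of a sister screen read the other way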
NFkB transloc inh = blocks IL-1B driven NFkB nuclear translocation in HUVEC cells. 94,000 compounds, 0.43% hits. HUVEC IL-1B NFkB p65 nuclear translocation imaging. inhibition, % at 2 µM;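 active = inhibition above about 30% together with a positive call from visual inspection of the well image, limit read from the data; inconclusive = inhibition above a set limit but visual check negative; inactive = inhibition not above a set limit, visual check negative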;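 also: nuclear over cytoplasmic p65 intensity ratio measured by imaging; 0% = IL-1B stimulated DMSO wells and 100% = unstimulated DMSO wells; values of inactives mirror those of a sister screen read the other way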
PLAP inhibition = inhibition of human placental alkaline phosphatase – biochemical, luminescence, HTS (AID 690); one-dose inhibition, % at 20 µM; IC50 in µM for titrated hits; purified PLAP, luminescent substrate; higher % means a stronger effect; 96,000 compounds, 0.08% hits; in the data active = a potency from the dose series; inactive = the rest, 99 in 100 with inhibition below about 30%; also: strong numbers were not always called active
MRP reversal cytotoxicity = further read-out of MRP reversal, marked with its call; viability, %; H69AR cells, CellTiter-Glo, 72 h; measured here: cytotoxicity without doxorubicin
MRP reversal with doxorubicin = second read-out of MRP reversal, no call of its own (marks repeat the call); viability, %; measured here: viability with 2 uM doxorubicin; active compounds read low
NFkB transloc inh cell count 2 µM = second read-out of NFkB transloc inh, no call of its own (marks repeat the call); cell count; measured here: cells passing quality filter;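 raw number of nuclei counted in each imaged well without normalization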
IL1B NFkB pot cell count 2 µM = further read-out of IL1B NFkB pot, marked with its call; cell count; measured here: cells passing quality filter
The depositor's hits bear a star; ? = inconclusive; . = no result given. A portion of the library; the hit share may differ from the screen's.

SMILES	Bcl-B TR3 displacers	MRP reversal	MRP reversal cytotoxicity	MRP reversal with doxorubicin	IL1B NFkB pot	IL1B NFkB pot cell count 2 µM	NFkB transloc inh	NFkB transloc inh cell count 2 µM	PLAP inhibition
CCn1c(SCC(=O)NC2CCCCC2)nnc1-c1cccs1	-7%	17	101	84	-2	159	2	159	1%
Cc1occc1-c1nnc(SCC(=O)Nc2ccccc2)n1CCc1ccccc1	-2%	-13	79	92	-3	159	3	159	24%
COc1ccc(/C=C2\N=C3CCCCCN3C2=O)cc1OC	-12%	21	97	76	-2	153	2	153	-6%
COc1ccc(N2CCN(C(=O)c3ccc(C(C)(C)C)cc3)CC2)cc1	1%	9	93	84	-9	106	9	106	-72%
CCCCOC(=O)C(C)Nc1n[nH]c(=O)[nH]c1=O (configuration not stated)	-7%	-5	90	95	-7	168	7	168	4%
COc1cccc(C2Nc3cc(Cl)c(S(N)(=O)=O)cc3S(=O)(=O)N2)c1 (configuration not stated)	-7%	.	.	.	25	151	-25	151	36%
Cc1csc(NC(=O)CSc2nnc(-c3ccc(S(=O)(=O)N4CCCC4)cc3)o2)n1	-76%	-22	34	56	0	146	0	146	-29%
O=C(Nc1ccsc1C(=O)NC1CC1)c1ccccc1	2%	.	.	.	1	85	-1	85	14%
O=C(CN(c1ccc(F)cc1)S(=O)(=O)c1ccc2c(c1)OCCO2)NCc1ccccc1	5%	11	109	97	-3	177	3	177	13%
O=C(c1ccc(Oc2ccc(C(F)(F)F)cn2)cc1)N1CCN(c2ccccc2)CC1	-7%	.	.	.	-1	128	1	128	-33%
Cn1c(=O)oc2cc(S(=O)(=O)NCCC(=O)N3CCc4ccccc4C3)ccc21	-4%	-6	95	101	24	148	-24	148	11%
COC(=O)c1ccc(COC(=O)CNC(=O)c2ccco2)cc1	-35%	4	96	92	7	174	-7	174	17%
O=C(N1CCN(c2cccc(Cl)c2)CC1)C1(S(=O)(=O)c2ccc(Cl)cc2)CC1	-2%	-20	58	78	-6	151	6	151	-66%
O=C(Nc1ccccc1C(=O)O)c1ccc(Br)o1	-4%	2	94	93	.	.	.	.	3%
COc1ccccc1NS(=O)(=O)c1ccc2c(c1)n(C)c(=O)n2C	-3%	.	.	.	-1	161	1	161	-9%
CCCOc1ccc(/C=C/C(=O)Nc2ccc([N+](=O)[O-])cc2C)cc1OC	-15%	.	.	.	-1	144	1	144	8%
Cc1ccc(OCc2nnc(SCCN3CCOCC3)n2C)cc1	7%	15	106	91	-1	191	1	191	0%
NC(=O)c1c(NC(=O)CN2CCCC2)sc2c1CCCC2	-5%	-1	83	84	1	159	-2	159	-49%
Cc1nnc(SCC(=O)NC(=O)NC(C)(C)C)n1N	1%	-3	98	101	25	205	-25	205	16%
C=CCNC(=O)c1ccccc1NC(=O)c1ccc(Cl)c(S(=O)(=O)Nc2cc(C)ccc2C)c1	-6%	.	.	.	?	.	-87	147	-16%
O=C(COc1cccc(C(F)(F)F)c1)NCCCN1CCCC1=O	7%	27	86	60	-3	117	3	117	-45%
CCOc1ccc(-c2nc(-c3ccccc3C)no2)cc1	4%	4	91	86	-8	187	8	187	13%
CCOC(=O)c1ccc(NC(=O)C23CCC(C)(C(=O)O2)C3(C)C)cc1 (configuration not stated)	1%	6	96	89	.	.	.	.	-16%
Cc1ccc(-c2noc(/C=C/c3ccccc3)n2)cc1	-2%	.	.	.	1	172	-1	172	14%
Cc1ccc(S(=O)(=O)n2ccc(-c3ccc(OCc4c(F)cccc4Cl)cc3)n2)cc1	.	.	.	.	3	147	-2	147	.
CC(=O)Nc1cc(C(=O)N2CCN(C)CC2)ccc1Sc1ccc(C)cc1	6%	15	99	84	-5	171	5	171	-81%
Cc1c(Cl)cccc1-c1ccc(/C=N/n2cnnc2)o1	-21%	2	90	88	12	141	-12	141	-4%
O=C(NCc1ccc2c(c1)OCO2)C1CC(c2cccc(Br)c2)=NO1 (configuration not stated)	0%	0	86	86	-1	180	1	180	16%
COc1ccccc1N1CCN(c2nc(N)c(C#N)c(CC#N)c2C#N)CC1	-37%	0	74	74	-13	118	13	118	-10%
CCOc1ccc(C(=O)NCCCN(CC)CC)cc1	-2%	1	107	106	.	.	.	.	16%
CCC(=O)Nc1ccccc1-c1nnn(CC(=O)N2c3ccccc3CC2C)n1 (configuration not stated)	-3%	2	84	82	-15	29	15	29	10%
Cc1nc2ccc(S(=O)(=O)NCC(=O)N3CCOCC3)cc2s1	3%	9	97	88	-4	109	4	109	-3%
CN(C)c1ccc(CNC(=O)C2CCN(S(=O)(=O)c3ccc4c(c3)CCC(=O)N4)CC2)cc1	-28%	-16	66	82	14	173	-14	173	-18%
CCCCC(CCC(=O)Nc1ccc(C(=O)OCC)cc1)C(=O)O (configuration not stated)	.	2	101	99	3	106	-3	106	.
CCC(=O)Nc1ccc(C(=O)Nc2cccc(OC)c2)cc1	3%	-8	65	73	-3	110	3	110	-5%
CCOc1ccc(N2CC(C(=O)NCCCN3CCOCC3)CC2=O)cc1 (configuration not stated)	-2%	-6	94	99	19	135	-19	135	-4%
Cn1c(SCc2nc(-c3ccccc3)no2)nnc1-c1cccs1	.	-2	94	96	4	165	-4	165	.
Cc1cnc(-c2nnc(N(C)C(=O)c3ccccn3)s2)cn1	0%	1	89	88	.	.	.	.	15%
N#Cc1ccccc1NC(=O)CC1CCCCC1	15%	9	106	97	7	188	-7	188	19%
COC(=O)c1ccc(NC(=O)C2CCN(S(C)(=O)=O)CC2)cc1	10%	13	93	79	0	163	0	163	17%
CCN(C(=O)CSc1nnc(Cn2nnc3ccccc32)o1)c1nc(C)cs1	.	28	90	62	2	103	-2	103	.
CCOC(=O)C1=C(C)NC2=C(C(=O)CC(C)(C)C2)C1c1ccc2c(c1)CCCN2C (configuration not stated)	1%	35	114	79	7	157	-7	157	-33%
Cn1cccc1/C=N/n1c(-c2ccc(C(C)(C)C)cc2)n[nH]c1=S	8%	.	.	.	-4	188	4	188	7%
O=C1[C@H]2[C@@H](C(=O)N1c1cc(Cl)cc(Cl)c1)[C@]1(C(=O)Nc3ccccc31)N1CCC[C@@H]21	-2%	6	92	87	-7	73	7	73	-43%
Cc1cc(Oc2cnn(C(C)(C)C)c(=O)c2Cl)cc(C(C)C)c1	.	1	89	88	11	145	-11	145	.

Exported bar-delimited: two of the compounds above
SMILES | Bcl-B TR3 displacers | MRP reversal | MRP reversal cytotoxicity | MRP reversal with doxorubicin | IL1B NFkB pot | IL1B NFkB pot cell count 2 µM | NFkB transloc inh | NFkB transloc inh cell count 2 µM | PLAP inhibition
C=CCNC(=O)c1ccccc1NC(=O)c1ccc(Cl)c(S(=O)(=O)Nc2cc(C)ccc2C)c1 | -6% | . | . | . | ? | . | -87 | 147 | -16%
COc1ccc(/C=C2\N=C3CCCCCN3C2=O)cc1OC | -12% | 21 | 97 | 76 | -2 | 153 | 2 | 153 | -6%

As a working copy, part of the list above:
SMILES	Bcl-B TR3 displacers	MRP reversal	MRP reversal cytotoxicity	MRP reversal with doxorubicin	IL1B NFkB pot	IL1B NFkB pot cell count 2 µM	NFkB transloc inh	NFkB transloc inh cell count 2 µM	PLAP inhibition
CCOc1ccc(C(=O)NCCCN(CC)CC)cc1	-2%	1	107	106	.	.	.	.	16%
CCC(=O)Nc1ccccc1-c1nnn(CC(=O)N2c3ccccc3CC2C)n1 (configuration not stated)	-3%	2	84	82	-15	29	15	29	10%
Cc1nc2ccc(S(=O)(=O)NCC(=O)N3CCOCC3)cc2s1	3%	9	97	88	-4	109	4	109	-3%
CN(C)c1ccc(CNC(=O)C2CCN(S(=O)(=O)c3ccc4c(c3)CCC(=O)N4)CC2)cc1	-28%	-16	66	82	14	173	-14	173	-18%
CCCCC(CCC(=O)Nc1ccc(C(=O)OCC)cc1)C(=O)O (configuration not stated)	.	2	101	99	3	106	-3	106	.
CCC(=O)Nc1ccc(C(=O)Nc2cccc(OC)c2)cc1	3%	-8	65	73	-3	110	3	110	-5%
CCOc1ccc(N2CC(C(=O)NCCCN3CCOCC3)CC2=O)cc1 (configuration not stated)	-2%	-6	94	99	19	135	-19	135	-4%
Cn1c(SCc2nc(-c3ccccc3)no2)nnc1-c1cccs1	.	-2	94	96	4	165	-4	165	.
Cc1cnc(-c2nnc(N(C)C(=O)c3ccccn3)s2)cn1	0%	1	89	88	.	.	.	.	15%
N#Cc1ccccc1NC(=O)CC1CCCCC1	15%	9	106	97	7	188	-7	188	19%
COC(=O)c1ccc(NC(=O)C2CCN(S(C)(=O)=O)CC2)cc1	10%	13	93	79	0	163	0	163	17%
CCN(C(=O)CSc1nnc(Cn2nnc3ccccc32)o1)c1nc(C)cs1	.	28	90	62	2	103	-2	103	.
CCOC(=O)C1=C(C)NC2=C(C(=O)CC(C)(C)C2)C1c1ccc2c(c1)CCCN2C (configuration not stated)	1%	35	114	79	7	157	-7	157	-33%
Cn1cccc1/C=N/n1c(-c2ccc(C(C)(C)C)cc2)n[nH]c1=S	8%	.	.	.	-4	188	4	188	7%
O=C1[C@H]2[C@@H](C(=O)N1c1cc(Cl)cc(Cl)c1)[C@]1(C(=O)Nc3ccccc31)N1CCC[C@@H]21	-2%	6	92	87	-7	73	7	73	-43%
Cc1cc(Oc2cnn(C(C)(C)C)c(=O)c2Cl)cc(C(C)C)c1	.	1	89	88	11	145	-11	145	.

(more compounds)
SMILES	Bcl-B TR3 displacers	MRP reversal	MRP reversal cytotoxicity	MRP reversal with doxorubicin	IL1B NFkB pot	IL1B NFkB pot cell count 2 µM	NFkB transloc inh	NFkB transloc inh cell count 2 µM	PLAP inhibition
COc1ccc(OC)c(-c2cc(C(=O)NCc3cccs3)no2)c1	.	-1	88	90	-15	194	15	194	.
O=C(C1CCN(c2nnc(-n3cccc3)s2)CC1)N1CCN(c2cccc(C(F)(F)F)c2)CC1	2%	-2	45	47	-12	100	12	100	3%
CCOC(=O)N1CCN(S(=O)(=O)N(C)C)CC1	3%	-1	96	97	3	112	-3	112	24%
CCCCSc1cc(C)nc2ncnn12	-14%	5	90	85	5	162	-5	162	11%
C=C(C)Cn1c(CCCNC(=O)C(C)(C)C)nc2ccccc21	.	.	.	.	23	167	-23	167	.
Cc1ccc(C2CC(c3cccc(C)c3)n3ncnc3N2)cc1 (configuration not stated)	4%	15	97	82	-14	167	14	167	-11%
CCCCNCc1cc(OC)c(OCC(N)=O)cc1Br	.	6	102	96	19	107	-19	107	.
CC1CC(C)CN(CCCNC(=O)c2csc3c2CCCC3)C1 (configuration not stated)	-2%	1	85	83	-2	151	2	151	-74%
c1ccc2c(c1)ncc1cccn12	1%	-6	96	102	17	76	-17	76	11%
CC1CCCCN1S(=O)(=O)c1ccc(C(=O)Nc2nnc(-c3ccccc3Cl)o2)cc1 (configuration not stated)	-3%	-5	52	58	7	132	-7	132	-60%
CCCn1c(C2CC(=O)N(c3cc(OC)ccc3OC)C2)nc2ccccc21 (configuration not stated)	7%	8	90	82	.	.	.	.	-28%
CC(C)c1ccc(-c2c(C#N)c(N)nc(SCC(=O)N3CCCCC3)c2C#N)cc1	13%	3	63	60	-18	54	3	143	16%
CC1=C(C(=O)OCC(C)C)C(c2cc3c(cc2Br)OCO3)NC(=O)N1C (configuration not stated)	5%	-1	86	87	-2	159	2	159	-49%
Cc1nn(Cc2ccccc2)c2c1C(c1ccc(Cl)cc1)C(C#N)=C(N)O2 (configuration not stated)	.	-8	84	92	15	107	-15	107	.
O=C(CSc1ccccc1Cl)c1ccco1	4%	16	101	85	18	118	-18	118	12%
Cc1c(C)n(CC(O)CN2CCOCC2)c2ccccc12 (configuration not stated)	-8%	21	103	81	13	192	-13	192	-6%
